Assay outcomes: PubChem BioAssay, several laboratories
KOR beta-arrestin-1: kappa opioid receptor blockers – cell-based, luminescence, uHTS (AID 1778). KOR beta-arrestin recruitment, luminescence, antagonist mode; higher % means a stronger effect. one-dose inhibition, % at 10 µM; IC50 in µM for titrated hits. 0.091% of 290,000 active; further: strong numbers were not always called active
NOD2 inhibition: inhibition of NOD2-driven NF-kB reporter – cell-based, luminescence, uHTS, HEK293 (AID 1566) | 0.63% of 290,000 active | one-dose inhibition, % at 4 µM; EC50 in µM for titrated hits | HEK293 NOD2/NF-kB luciferase reporter, luminescence; higher % means a stronger effect; further: many of its hits are not listed in these tables
KOR beta-arrestin-2: kappa opioid receptor activators – cell-based, luminescence, uHTS, primary screen (AID 1777) | KOR beta-arrestin recruitment, luminescence; higher % means a stronger effect | activation, % at 10 µM; hits with a dose series show EC50 in µM | 0.02% of 280,000 active; in the data active means activation above about 50%, passing the limit was not always enough; further: a part of the inactive calls stands beside numbers as strong as those of hits
LYP inhibition: PTPN22 lymphoid phosphatase activity blockers – biochemical, fluorescence intensity, uHTS (AID 1779); one-dose inhibition, % at 11.5 µM; IC50 in µM for titrated hits; recombinant LYP phosphatase, fluorescence intensity; higher % means a stronger effect; 0.054% of 290,000 active;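 further: plate controls were vehicle with enzyme for no effect and no enzyme for full effect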
SIAH1 antagonists: blockers of Siah-1 interaction with plectin peptide – biochemical, fluorescence polarization, rhodamine-plectin, uHTS, primary screen (AID 1817); 0.02% of 290,000 active; Siah-1 / rhodamine-plectin peptide fluorescence polarization; higher % means a stronger effect; displacement, % at 20 µM; hits with a dose series show IC50 in µM;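 active means displacement of at least 50% at 20 µM, with a fluorescence ratio check between 0.3 and a set limit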;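 further: plate controls were Siah plus tracer with DMSO for no effect and tracer alone without Siah for full effect; strong numbers were not always called active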
Salmonella PhoP GFP: inhibitors of PhoP regulon expression, primary screen, Salmonella Typhimurium, GFP reporter (AID 1863); S. Typhimurium PhoP-regulated promoter GFP reporter, 4 h; higher % means a stronger effect; inhibition, % at 50 µM; hits with a dose series show IC50 in µM; 0.16% of 300,000 active;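 active means inhibition over 29.93%, a cutoff 3 SD above the screen mean, later confirmed by dose response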;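 further: 0% = low Mg2+ inducing control and 100% = high Mg2+ repressing control; strong numbers were not always called active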
HIV peptide binding: inhibitors of HIV fusion peptide binding, primary screen, biochemical, uHTS, fluorescence dequenching (AID 1986). cell-free peptide binding, fluorescence dequenching, 30 min; higher % means a stronger effect. inhibition, % at 20 µM; hits with a dose series show IC50 in µM. 0.3% of 290,000 active; in the data active means inhibition mostly above about 52%, no sharp cut-off; inactive means mostly below about 76%; further: some results filed as inactive read as strong as hits
Myeloid diff 2: compounds promoting myeloid differentiation. calls only at 10 µM. ER-HoxA9 myeloid progenitors, lysozyme-GFP differentiation, flow cytometry. 1% of 360,000 active;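 active means normalized GFP-positive differentiation at or above the plate's own cutoff, the solvent-only control mean plus 3 SD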;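 further: cells exposed to compound for four days before flow analysis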
NOD1 NF-kB reporter: NOD1 signaling inhibitors, primary screen, cell-based, luminescence, uHTS (AID 1578). NOD1-driven NF-kB luciferase reporter cells, luminescence; higher % means a stronger effect. inhibition, % at 4 µM, or EC50 in µM where a hit was titrated. 1% of 290,000 active; in the data active means inhibition mostly above about 36%, no sharp cut-off; inactive means mostly below about 34%;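 further: HEK-293T reporter cells stimulated with the NOD1 agonist gamma-tri-DAP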
Myeloid diff 2 GFP+ MAC1+ %: further read-out of Myeloid diff 2, marked with its call; GFP+ MAC1+ double positive, %; measured here: differentiation confirmed by MAC1 staining
Active calls of the source: *; i = inactive; · = no result given; [ ] = remark or other dose. Unless noted, no stated cut-off is given here; in the data, active means inhibition above about 50%; inactive means the rest.

SMILES | KOR beta-arrestin-1 | NOD2 inhibition | KOR beta-arrestin-2 | LYP inhibition | SIAH1 antagonists | Salmonella PhoP GFP | HIV peptide binding | Myeloid diff 2 | Myeloid diff 2 GFP+ MAC1+ % | NOD1 NF-kB reporter
CCOC(=O)N1CCN(C(=O)CN2C(=O)COc3ccc(C)cc32)CC1 | 23.4% | 4.0% | -2.5% | -4.2% | -4.2% | 6.4% | 0.1% | i | 0.6 | -56.5%
COc1ccc(-c2cc(-c3ccccc3)n[nH]2)c(O)c1 | -57.9%[20 µM] | -163.2% | -0.1% | 1.3% | 6.6% | 4.1% | -4.3% | i | 0.3 | -37.6%
COc1ccc(CNC(=O)c2ccc(Cn3cc(Br)cn3)o2)cc1 | 16.7% | -9.3% | -0.2% | -4.5% | -2.2% | 1.8% | 0.8% | i | 1.5 | -13.5%
Cc1cc(C)nc(Nc2ccc(Br)cc2C(=O)O)n1 | -5.3% | 13.4% | -0.2% | -4.8% | 4.3% | 3.3% | 9.3% | i | 0.4 | 0.3%
CCCOc1ccc(C(=O)NC(=S)NNC(=O)c2c(-c3ccccc3)noc2C)cc1 | 1.7% | 10.9% | 5.9% | -2.4% | -6.8% | -0.8% | -0.5% | i | 0.5 | -3.4%
COc1ccccc1CNC(=O)c1cccc(N(C)C)c1 | -4.6% | 5.0% | -0.8% | -6.8% | 2.2% | -4.4% | 0.3% | i | 3.7 | -19.4%
COc1ccc(CN2CC(C(=O)N3CC(C)CC(C)C3)CC2=O)cc1 (stereo not drawn) | 9.9% | 23.9% | -3.1% | -14.7% | -7.4% | 0.5% | -1.7% | i | 0.0 | -1.9%
Cc1oc(-c2ccccc2)nc1C(=O)OCC(=O)NC(=O)NCC(C)C | -9.1% | 6.9% | -0.1% | -2.2% | -2.7% | -5.4% | 4.7% | i | 0.3 | -20.2%
Cc1ccc(NC(=O)CN(C)C(=O)c2ccc(C(F)(F)F)cc2)cc1 | -0.8% | -6.8% | 0.4% | 0.2% | 6.3% | -9.2% | -0.8% | i | 0.6 | -24.0%
Cc1cc(NC(=O)c2cncc(Br)c2)no1 | 7.7% | 2.0% | -5.5% | -8.4% | 4.2% | 12.2% | 0.3% | i | 0.5 | 5.0%
Cc1cc(Br)c2c(c1)C1(OCCO1)C(=O)N2 | -18.9% | 15.3% | -6.3% | -3.9% | 3.8% | -1.6% | -0.9% | i | 0.7 | 2.0%
Nc1ncnc(N(c2ccccc2)C2CCCCC2)c1[N+](=O)[O-] | -3.2% | 49.0% | -0.7% | -1.0% | -3.7% | -2.7% | -2.7% | i | 2.8 | 44.6%
CC1(C)CC(=O)c2cc(C(=O)O)c(=O)n(-c3ccccc3)c2C1 | -44.8% | 2.1% | -1.6% | -3.4% | 0.6% | -4.1% | -2.1% | i | 0.5 | -4.9%
Cc1ccc(S(=O)(=O)N2CCC[C@H]2C(=O)OC(C)C(=O)Nc2ncc(Cl)cc2Cl)cc1 (stereo partly drawn) | -8.3% | 12.2% | 2.0% | 0.6% | 1.6% | 3.7% | 0.1% | i | 0.6 | ·
Cc1cc(C)nc(N2CCC(C(=O)O)CC2)n1 | -14.8% | 16.8% | -4.7% | -5.3% | -2.3% | 4.4% | 0.7% | i | 1.9 | 2.7%
Cc1ccc(CN2CCN(/N=C/c3sccc3C)CC2)c(C)c1 | 4.0% | 7.7% | 13.0% | -3.8% | -1.4% | 11.7% | -1.2% | i | 1.5 | -25.1%
O=C(CCSc1nccn1Cc1ccccc1)N1CCOCC1 | 9.0% | 4.1% | -1.8% | 4.4% | -1.2% | -11.0% | 2.8% | i | 1.1 | ·
CNc1ccn(C2CCCO2)c(=O)n1 (stereo not drawn) | 19.7% | 17.1% | 5.2% | -2.6% | 1.8% | -3.4% | -1.4% | i | 0.1 | 1.2%
COc1nc(-c2cccc([N+](=O)[O-])c2)nc2ccccc12 | 26.6% | 0.9% | -0.2% | -8.7% | -1.2% | 2.8% | -0.9% | i | 0.3 | -4.3%
COc1ccc(SCCc2ccncc2)cc1 | -20.2%[20 µM] | 8.2% | · | 6.1% | -1.7% | -3.4% | -1.1% | i | 0.6 | 18.5%
O=C(NC1CCCC1)c1cc2nc(-c3ccco3)cc(C(F)(F)F)n2n1 | -20.1% | 9.0% | 1.3% | -7.2% | 5.7% | 0.1% | -0.1% | i | 0.5 | -30.6%
c1cncc(-c2nnc(-c3cccnc3)nn2)c1 | -27.0% | 24.2% | 5.9% | -6.3% | -4.4% | 5.8% | -2.2% | i | 0.5 | -24.1%
COc1ccc(C)cc1N(C(=O)CNC(=O)c1ccco1)C(C(=O)NCC1CCCO1)c1ccccc1 (stereo not drawn) | -25.6% | -12.2% | -6.1% | -7.4% | 1.8% | -4.0% | 0.6% | i | 0.2 | -17.4%
Cc1ccccc1C(=O)Nc1ccc(C(=O)N/N=C/c2ccc(O)c(Br)c2)cc1 | -27.7%[20 µM] | 12.5% | -5.5% | 1.2% | -3.8% | 5.9% | 16.7% | i | 0.3 | -6.9%
CCCCn1c(N)c(N(CC)C(=O)c2ccc(C)cc2)c(=O)[nH]c1=O | -23.4% | -15.6% | 2.6% | -12.9% | -1.6% | 0.7% | -0.2% | i | 0.4 | -17.2%
c1ccc2sc(-c3ccncc3)nc2c1 | 19.3% | -22.7% | 0.9% | -6.3% | 1.9% | -3.8% | -1.2% | i | 0.6 | -4.1%
O=C1N(Cc2cccnc2)C[C@@H]2C[C@@H](c3ccccc3C#Cc3ccccc3)N3CCC[C@@]123 | -8.6% | 1.0% | -7.1% | -4.3% | 3.1% | 7.7% | -0.7% | i | 0.6 | 8.3%
COC(=O)CN1C(=O)C2(C(C#N)=C(N)Oc3cc(C)oc(=O)c32)c2ccccc21 (stereo not drawn) | -9.0% | 18.1% | 2.6% | -10.0% | -1.1% | -10.6% | 0.1% | i | 1.1 | 17.7%
CC(C(=O)NN=C(c1ccccc1)c1ccccc1)N1CCCC1 (stereo not drawn) | -14.9%[20 µM] | 20.7% | -4.9% | -6.3% | 3.7% | -8.6% | 1.4% | i | 0.7 | -23.6%
COc1ccc(N(Cc2cc3cc(OC)ccc3[nH]c2=O)C(=O)c2cccnc2)cc1 | -9.6% | 29.5% | -9.6% | -6.1% | -2.8% | 7.4% | 5.5% | i | 0.2 | 15.1%
O=C(O)CCSc1nnc(-c2ccncc2)n1-c1ccccc1 | -5.7% | 3.2% | -2.4% | -8.7% | -1.9% | 7.7% | 1.9% | i | 1.2 | -14.3%
O=C1CCCc2c1cc(C(=O)NC1CCSC1=O)c(=O)n2-c1ccccc1 (stereo not drawn) | -54.7% | 2.3% | 6.4% | -9.7% | -3.2% | -1.2% | 0.2% | i | 1.3 | -5.0%
Cc1ccc(-c2cc(C(=O)n3cnc4ccccc43)c3ccccc3n2)cc1C | -0.9% | -59.9% | -0.8% | -0.9% | 9.2% | -8.6% | 3.7% | i | 1.1 | 23.5%
Cc1nn(CCC#N)c(NC(=O)c2ccccc2)c1P(=O)(Nc1ccc(Br)cc1)N1CCOCC1 (stereo not drawn) | -23.8% | -9.7% | -2.6% | -8.6% | -4.5% | -2.2% | -2.5% | i | 0.5 | 9.4%
COc1cc2c(cc1OC)C(c1ccccc1)N(C(=O)C(C)(C)C)CC2 (stereo not drawn) | -15.0% | -10.1% | 6.1% | -6.1% | -3.4% | · | 0.1% | i | 0.6 | 0.8%
CCOc1ccc(C(=O)Nc2ccc(Cc3ccncc3)cc2)cc1Br | -17.7% | 43.6% | -4.0% | 3.9% | 3.2% | -1.2% | -2.6% | · | · | 21.2%
Cc1cccc2nc(CSc3ncccc3C(=O)O)cn12 | -2.5% | 2.6% | 2.3% | -3.0% | 4.0% | -7.8% | 1.5% | i | 1.3 | -32.8%
CC(C)Oc1cccc(C(=O)NC(=S)N2CCN(c3ccc(C(F)(F)F)cc3[N+](=O)[O-])CC2)c1 | 16.3% | 1.4% | 0.2% | 1.2% | 1.9% | 1.2% | -2.3% | i | 1.3 | 6.7%
O=C(Nc1cccc(S(=O)(=O)N2CCOCC2)c1)[C@@H]1CCCN1S(=O)(=O)c1ccc(Cl)cc1 | · | 14.9% | -1.3% | 1.6% | -9.9% | 2.4% | 0.1% | i | 0.3 | 23.7%
Cc1ccc(C(=O)NCCN2C3=NC[C@H](Cc4ccc(O)cc4)N3C[C@H]2Cc2ccc(O)cc2)cc1Br | 26.5% | -10.8% | 0.6% | -8.5% | -0.9% | 2.1% | -2.6% | i | 1.5 | -1.1%
Cc1ccc(S(=O)(=O)N2CCC(C(=O)Nc3nnc(C4CCCC4)s3)CC2)cc1 | -53.0% | -7.3% | 0.6% | -3.2% | -0.5% | 28.4% | -0.6% | i | 11.3 | -75.2%
CCc1nnc(NC(=O)CSc2nc3[nH]ncc3c(=O)[nH]2)s1 | 9.1% | 8.4% | -4.3% | -10.3% | -8.3% | 4.6% | -0.3% | i | 0.1 | 0.5%
CCN(CC)C(=N)N1c2ccccc2CCC1C (stereo not drawn) | 13.5% | 18.4% | -0.9% | -2.5% | -2.2% | 5.8% | -0.1% | i | 0.6 | -34.1%
COc1ccc(/C(N)=N/OC(=O)CN(C)S(=O)(=O)c2ccc(C)cc2)cc1 | -14.5% | 8.8% | -0.2% | -5.2% | -3.8% | -7.3% | -1.7% | i | 1.0 | 6.0%
Nc1cc(C(=O)OCC(=O)NCCCc2ccccc2)ccc1Cl | -42.8% | -9.6% | -1.8% | -1.3% | -4.3% | -7.6% | 0.0% | i | 0.9 | -1.5%
Nc1nc(SCC(=O)N2N=C(c3ccc(Cl)cc3)CC2c2ccco2)n[nH]1 (stereo not drawn) | 1.3% | 6.7% | 1.3% | -1.9% | -4.5% | -11.5% | -0.5% | i | 0.3 | -6.6%

Part of the list above, limited to Myeloid diff 2 GFP+ MAC1+ %, NOD1 NF-kB reporter and HIV peptide binding.
Molecule,Myeloid diff 2 GFP+ MAC1+ %,NOD1 NF-kB reporter,HIV peptide binding
COc1ccc(N(Cc2cc3cc(OC)ccc3[nH]c2=O)C(=O)c2cccnc2)cc1,0.2,15.1%,5.5%
Nc1nc(SCC(=O)N2N=C(c3ccc(Cl)cc3)CC2c2ccco2)n[nH]1 (stereo not drawn),0.3,-6.6%,-0.5%
CCN(CC)C(=N)N1c2ccccc2CCC1C (stereo not drawn),0.6,-34.1%,-0.1%
Cc1ccc(-c2cc(C(=O)n3cnc4ccccc43)c3ccccc3n2)cc1C,1.1,23.5%,3.7%

Three of the entries above in order of the HIV peptide binding value, lowest first.
SMILES,KOR beta-arrestin-1,NOD2 inhibition,KOR beta-arrestin-2,LYP inhibition,SIAH1 antagonists,Salmonella PhoP GFP,HIV peptide binding,Myeloid diff 2 GFP+ MAC1+ %,NOD1 NF-kB reporter
CC(C)Oc1cccc(C(=O)NC(=S)N2CCN(c3ccc(C(F)(F)F)cc3[N+](=O)[O-])CC2)c1,16.3%,1.4%,0.2%,1.2%,1.9%,1.2%,-2.3%,1.3,6.7%
COc1ccc(/C(N)=N/OC(=O)CN(C)S(=O)(=O)c2ccc(C)cc2)cc1,-14.5%,8.8%,-0.2%,-5.2%,-3.8%,-7.3%,-1.7%,1.0,6.0%
COc1cc2c(cc1OC)C(c1ccccc1)N(C(=O)C(C)(C)C)CC2 (stereo not drawn),-15.0%,-10.1%,6.1%,-6.1%,-3.4%,·,0.1%,0.6,0.8%

This is a subset. The share of hits here may be higher or lower than overall.
